High-throughput results (PubChem BioAssay)
UHRF1 binding: UHRF1 methyl-DNA binding inhibition; actives 0.75% (n = 370,000); Q96T88; UHRF1 binding to methylated oligo, TR-FRET; inhibition, % at 4.4 µM; in the data active = inhibition above about 21%;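 note: UHRF1 SRA domain binding a hemimethylated CpG hairpin DNA probe; 0% = median of test compound wells and 100% = reference inhibitor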
Target sequence (Q96T88 whole entry, looked up, the tested form may be a part): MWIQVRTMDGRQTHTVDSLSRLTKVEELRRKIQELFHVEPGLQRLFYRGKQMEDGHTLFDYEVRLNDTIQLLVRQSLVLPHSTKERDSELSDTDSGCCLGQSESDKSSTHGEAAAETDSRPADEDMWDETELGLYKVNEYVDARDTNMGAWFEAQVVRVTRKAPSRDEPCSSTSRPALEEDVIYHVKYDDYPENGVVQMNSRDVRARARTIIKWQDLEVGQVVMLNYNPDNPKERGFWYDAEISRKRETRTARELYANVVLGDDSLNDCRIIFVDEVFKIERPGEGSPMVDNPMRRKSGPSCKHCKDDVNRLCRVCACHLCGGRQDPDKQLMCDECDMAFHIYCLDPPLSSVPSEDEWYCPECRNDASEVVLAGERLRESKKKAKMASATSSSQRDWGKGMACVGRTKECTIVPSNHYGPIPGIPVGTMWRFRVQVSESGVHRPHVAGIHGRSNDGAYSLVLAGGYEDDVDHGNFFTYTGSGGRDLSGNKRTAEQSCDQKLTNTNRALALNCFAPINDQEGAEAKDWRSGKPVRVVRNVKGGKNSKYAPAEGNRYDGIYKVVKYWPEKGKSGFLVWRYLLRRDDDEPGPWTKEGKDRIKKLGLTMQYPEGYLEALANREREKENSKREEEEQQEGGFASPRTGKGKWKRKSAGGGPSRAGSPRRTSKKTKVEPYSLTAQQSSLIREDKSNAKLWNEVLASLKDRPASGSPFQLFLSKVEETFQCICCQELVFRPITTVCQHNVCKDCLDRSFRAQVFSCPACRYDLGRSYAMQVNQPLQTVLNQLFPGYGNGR
TCR CD3 inh: blocks the human TCR-CD3 interaction | inhibition, % at 9.4 µM | TAMRA-labeled TCR probe fluorescence, biochemical | actives 0.37% (n = 360,000); in the data active = inhibition above about 19%;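 note: recombinant mutant TCR 2C K166C tagged with TAMRA read by polarization; 0% = receptor in buffer alone and 100% = receptor with positive control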
rCAG RNA binder: binds r(CAG) RNA repeats; r(CAG) RNA repeat, TO-PRO-1 dye displacement fluorescence; inhibition, % at 3 µM; actives 1.3% (n = 370,000); AID 651821;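 active = inhibition above the plate cutoff, the mean of all test compounds on that plate plus 3 SD, cut at about 35% in these data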;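 note: 0% = DMSO alone and 100% = 100 µM mitoxantrone as full dye displacement; higher means more dye released from RNA so lower well fluorescence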
ABHD4 inh: inhibitors of mouse ABHD4; Q8VD66; purified mABHD4, FP-Rh probe fluorescence polarization; inhibition, % at 8.92 µM; actives 0.54% (n = 370,000); AID 720543;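 active = inhibition exceeding the mean over every tested compound plus 3 SD, cut at about 30% in these data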;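 note: 0% = plate median of compound wells and 100% = S159A mutant with DMSO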
Target sequence (Q8VD66 whole entry, looked up): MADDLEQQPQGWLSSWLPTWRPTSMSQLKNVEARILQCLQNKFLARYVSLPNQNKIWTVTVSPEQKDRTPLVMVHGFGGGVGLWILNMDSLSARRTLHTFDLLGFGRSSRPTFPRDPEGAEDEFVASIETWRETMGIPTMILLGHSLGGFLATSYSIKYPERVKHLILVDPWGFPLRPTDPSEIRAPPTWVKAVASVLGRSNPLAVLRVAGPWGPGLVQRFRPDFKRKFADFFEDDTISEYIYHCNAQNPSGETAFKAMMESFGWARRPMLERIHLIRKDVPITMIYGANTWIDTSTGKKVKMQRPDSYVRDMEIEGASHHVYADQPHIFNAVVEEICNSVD
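Test system: mABHD4 protein | Buffer or medium: HEPES pH 7.0 buffer, 150 mM NaCl, 0.01% Pluronic F-127 | Probe or stimulus: FP-Rh fluorescent activity-based probe, added after compound pre-incubation | Timing: Pre-incubation 45 min, probe exposure 60 min, at 25 °C | Technique: Fluorescence polarization, excitation 525 nm, emission 598 nm, BODIPY TMR filters | Repeats: Single well per compound (singlicate)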
HTRA1 inh: HTRA1 (human) protease inhibition; Q92743; inhibition, % at 5.96 µM; actives 0.5% (n = 340,000); recombinant HTRA1, FP-rhodamine activity-based probe, fluorescence polarization; in the data active = inhibition above about 36%;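 note: 0% = enzyme with DMSO and 100% = wells lacking enzyme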
SIAE inh: inhibitors of human sialic acid acetylesterase SIAE. Q9HAT2. SIAE FP-Rh probe binding, fluorescence polarization. inhibition, % at 9.66 µM. actives 0.69% (n = 370,000). AID 1053197;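 active = inhibition above a cutoff: mean of compounds within the control limits plus 3 SD of those, cut at about 17% in these data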;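 note: 0% = plate median of compound wells and 100% = probe without SIAE protein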
MBD2 inh: blocks human MBD2 binding to methylated DNA; actives 0.31% (n = 370,000); TR-FRET, MBD2 binding to methylated oligonucleotide; inhibition, % at 4.4 µM; in the data active = inhibition above about 13%
NPR2 activator: GC-B (human) receptor activation. P20594. HEK293-GC-B cells, CNP EC30, cGMP TR-FRET; 0% at EC30 CNP, 100% saturating CNP. activation, % at 10 µM. actives 0.11% (n = 370,000). AID 1920062;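 active = activation at 10 µM reaching about 35% in either raw or pattern-adjusted values, limit read from the data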
GC-A act: GC-A (human) enzyme activation; actives 0.14% (n = 370,000); activation, % at 10 µM; HEK293 GC-A cells, cGMP TR-FRET, EC30 ANP; 0% at EC30 ANP, 100% saturating ANP; P16066; in the data active = activation above about 40%
PRMT1 inh: blocks human protein arginine methyltransferase 1. Q99873. actives 1.3% (n = 370,000). inhibition, % at 2.79 µM. AID 652257. recombinant PRMT1, activity-based probe fluorescence polarization;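 active = inhibition above about 21% made by adding two undisclosed values, limit read from the data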
* = called active by the depositor; · = no result given.

SMILES	UHRF1 binding	TCR CD3 inh	rCAG RNA binder	ABHD4 inh	HTRA1 inh	SIAE inh	MBD2 inh	NPR2 activator	GC-A act	PRMT1 inh
COc1ccc(/C=C(\C#N)c2c[nH]c3ccccc23)cc1	-1	-2	10	-12	-6	8	-6	-4	-7	2
COc1ccc(OC)c(/C=C/C(=O)N(C)CC(=O)Nc2ccc(C)cc2)c1	-6	1	-4	-1	5	-4	-3	0	2	-3
O=C(Nc1n[nH]c(C2CCCCC2)n1)C1CCCCC1	-7	3	-1	1	0	-4	3	0	-5	-1
O=c1[nH]c(-c2cccnc2)nc2ccccc12	-1	-9	0	-5	-5	2	5	4	0	3
CSCCC(NS(=O)(=O)c1ccccc1F)C(=O)NCC(C)(C)N1CCOCC1 (centres undefined)	2	3	1	5	4	2	1	1	5	-4
COc1ccccc1NS(=O)(=O)c1cccc(C(=O)NCC2(N(C)C)CCCCC2)c1	-1	-4	-2	5	8	1	8	-1	-1	2
COc1cccc(NC(=O)CN(C)C(=O)CN2C(=O)NC(C)(c3ccc4ccccc4c3)C2=O)c1 (centres undefined)	1	5	-1	3	-13	6	4	8	8	-5
CN(CCc1cn[nH]c1)Cc1nc(C(c2ccccc2)c2ccccc2)no1	3	-3	-6	-11	-9	2	9	-7	-8	0
Cc1ccccc1CNC(=O)c1ccccc1	-3	11	-4	-10	-5	2	2	-2	4	-3
O=C(Cn1cc2c(n1)CCCC2)N1CCOCC1	1	-1	0	-2	3	-1	5	-1	2	1
COCCOc1cc(COC)nc(-c2cccc(C)c2)n1	9	10	-10	-2	·	1	6	5	0	3
COc1cc2nncc(SC)c2cc1OC	-4	-3	-1	10	-4	0	7	-1	4	3
CCOC(=O)c1ccc(CNC(=O)Cn2nnc(-c3ccccc3F)n2)o1	-1	-5	1	2	5	-3	3	1	5	2
O=[N+]([O-])c1nn(-c2cccc(Cl)c2)n(O)c1=NCc1cccnc1	-4	3	2	5	-4	-2	1	3	3	-1
CC(C)CN(C(=O)C1CC1)c1c(N)n(Cc2ccccc2)c(=O)[nH]c1=O	-1	6	2	-2	-3	-2	2	3	5	0
CC(=O)Nc1ccc(N2CCN(c3ccc(F)cc3)CC2)cc1	-2	2	0	-4	3	-3	4	3	-1	-1
CN(CCOc1ccc(Cl)c(Cl)c1)Cc1ccccc1	-2	2	-10	9	-8	-5	3	-2	0	2
CN(Cc1ccc(C(C)(C)C)cc1)C(=O)c1ccc2c(c1)OCO2	-3	6	-12	4	-12	7	0	-2	-1	-1
CCOC(=O)C1=C(Nc2ccccc2)OCC1=O	0	3	0	1	6	-2	6	-7	0	2
COC(=O)c1ccc(COc2ccccc2[N+](=O)[O-])o1	17	6	1	-12	1	0	0	-1	2	-1
CN(C)c1ccnc(Nc2ccc(O)cc2)c1C#N	-1	-3	-1	0	4	-4	3	0	1	0
COc1ccccc1C(=O)O/N=C(\c1ccccc1)c1ccncc1	7	-3	-4	-8	6	6	2	11	-4	-7
O=C(c1ccc(Cl)cc1)N1CCC(O)(CSc2ccc(Cl)cc2)CC1	3	-1	-6	0	-18	11	4	·	·	-1
O=C(C1CCN(S(=O)(=O)N2CCOCC2)CC1)N1CCN(Cc2ccccc2)CC1	1	-7	2	-6	-4	3	5	11	1	1
CCOC(=O)c1c(S(=O)(=O)NCC(=O)Nc2cc(C)ccc2OC)c(C)n(C)c1C	0	-3	-1	-6	5	-6	-1	-3	-6	-2

Some of the entries so far, with values under each structure.
Under each structure – UHRF1 binding | TCR CD3 inh | rCAG RNA binder | ABHD4 inh | HTRA1 inh | SIAE inh | MBD2 inh | NPR2 activator | GC-A act | PRMT1 inh
- CSCCC(NS(=O)(=O)c1ccccc1F)C(=O)NCC(C)(C)N1CCOCC1 (centres undefined)
    2 | 3 | 1 | 5 | 4 | 2 | 1 | 1 | 5 | -4
- COc1ccccc1NS(=O)(=O)c1cccc(C(=O)NCC2(N(C)C)CCCCC2)c1
    -1 | -4 | -2 | 5 | 8 | 1 | 8 | -1 | -1 | 2
- COc1cccc(NC(=O)CN(C)C(=O)CN2C(=O)NC(C)(c3ccc4ccccc4c3)C2=O)c1 (centres undefined)
    1 | 5 | -1 | 3 | -13 | 6 | 4 | 8 | 8 | -5
- CN(CCc1cn[nH]c1)Cc1nc(C(c2ccccc2)c2ccccc2)no1
    3 | -3 | -6 | -11 | -9 | 2 | 9 | -7 | -8 | 0

Next section.
SMILES	UHRF1 binding	TCR CD3 inh	rCAG RNA binder	ABHD4 inh	HTRA1 inh	SIAE inh	MBD2 inh	NPR2 activator	GC-A act	PRMT1 inh
COc1cccc(CN2CCCC(CNC(=O)c3ccc(F)cc3)C2)c1OC (centres undefined)	1	1	-5	3	0	1	-6	-10	-4	-3
CC(=O)c1ccc(C(=O)N2CCCC(C(=O)c3cc(F)ccc3F)C2)s1 (centres undefined)	7	2	-4	3	1	2	-2	3	3	3
COC(=O)c1ccc(NC(=O)CSc2ccccc2)cc1	2	-4	8	-6	-7	-9	1	1	2	-3
N#CCCn1nc(-c2ccccc2)cc1Nc1ccccc1NC(=O)C(F)(F)F	2	2	-3	-3	-9	3	4	1	-1	-3
O=C(c1ccoc1)N1CCN(c2cc(-c3cccnc3)nc3cc(-c4cccc(Cl)c4)nn23)CC1	0	-1	7	-12	-59	-14	1	-7	-6	4
O=C(Cn1cnc(Cl)c1Cl)c1ccccc1	3	-8	-2	2	-1	-4	0	-1	-2	4
NC1=[N+](Cc2ccccc2)C[C@H]2C(=C3CCCC[C@H]3n3c(=O)n(-c4ccccc4)c(=O)n32)N1	-1	·	13	2	·	0	0	-23	-26	0
CCc1nc(SCC(=O)c2ccccc2)c2c(=O)n(C)c(=O)n(C)c2n1	0	4	-2	0	7	0	-3	2	2	-3
CC(=O)Oc1cccc(C(=O)Nc2ccc(NC(=O)c3cccs3)cc2)c1	0	10	0	1	-3	-15	-5	-3	-4	2
COc1cccc(-c2cnc3c(NC(C)=O)cc(-c4ccncc4)cn23)c1	-2	-3	4	-5	·	-7	-5	-7	1	-3
Cc1onc(-c2c(F)cccc2Cl)c1C(=O)NNC(=O)C1CCN(Cc2cccc(F)c2)CC1	0	-3	-5	-1	5	0	-1	-2	5	-3
CC(=O)c1c(C)[nH]c(C(=O)CSc2nc3ccc(C)cc3[nH]2)c1C	5	4	13	-14	-17	-12	1	1	-6	5
CC(=O)C[C@@H](O)CC(=O)[C@@H]1OC(=O)[C@@H](C)C/C=C\Cc2ccccc21	-1	4	4	0	6	9	-4	3	4	-1
CCSC1=N/C(=C\c2ccc(C)s2)C(=O)S1	-2	7	5	5	0	9	2	2	-6	-3
Cc1ccc(C(=O)N2CCN(c3cccc(Cl)c3)CC2)cc1C	11	1	-5	-4	-14	2	0	3	-1	-2
COCCn1c(N2CCN(c3ccccc3)CC2)nc2c1c(=O)n(C)c(=O)n2C	0	-14	-7	0	3	3	-3	2	1	2
CCOC(=O)Cc1c(C)nc(Cc2ccc(OC(C)C)cc2)[nH]c1=O	3	-3	-9	-5	-1	-3	0	1	-1	4
CCOc1ccc(NC(=O)COc2ccc(C(=O)NCCc3ccccc3)cc2)cc1	1	5	-1	-1	-1	1	3	-14	-9	0
COc1cccc(CC(NC(C)=O)C(=O)NC2CCN(c3nnnn3-c3ccccc3)CC2)c1 (centres undefined)	-1	7	-5	1	0	-7	-6	1	-3	-4
COc1ccc(O)c(C(=O)c2cnn(C(=O)c3cccc(S(=O)(=O)N4CCOCC4)c3)c2)c1	0	1	3	1	4	-1	1	7	0	1
COc1ccc(C(NC(=O)c2ccc(F)cc2)c2ccccc2)cc1 (centres undefined)	1	3	0	-13	-5	3	6	-4	-10	-1
CSc1nc2ccc(S(=O)(=O)NC3CCCCC3)cc2s1	0	-9	1	-3	-20	0	8	-4	4	0
CCC1CCCCN1CCNS(=O)(=O)c1ccc2c(c1)oc(=O)n2C (centres undefined)	1	3	3	2	2	1	-4	8	7	-2
CC1(C)C(c2ccccc2)=[N+]([O-])CN1O	-1	-2	2	8	-1	-6	1	7	0	2
Cc1ccc(NCc2n[nH]c(=S)n2-c2cccc(Cl)c2)cc1	0	-2	4	0	6	3	-4	-1	-3	0
Continued:
SMILES	UHRF1 binding	TCR CD3 inh	rCAG RNA binder	ABHD4 inh	HTRA1 inh	SIAE inh	MBD2 inh	NPR2 activator	GC-A act	PRMT1 inh
Cn1c(C(=O)Nc2ccc(Cl)cc2)cc2cc(Cl)ccc21	-3	0	3	-4	4	-4	0	-3	0	-2
Cc1ccc(C(=O)N2CCN(c3ccc([N+](=O)[O-])c(N4CCOCC4)c3)CC2)cc1	-4	2	-6	5	0	5	-7	0	0	-1
CS(=O)(=O)NCCNc1cc(Cl)ccc1[N+](=O)[O-]	-6	0	1	-2	3	-4	-13	0	0	2
Cc1cc(S(=O)(=O)N(Cc2ccc(F)cc2)CC2CCCO2)ccc1-n1cnnn1 (centres undefined)	6	-1	-5	-6	1	-2	6	-6	-1	-2
CCc1cc2cc3c(cc2nc1SCC(=O)N1CCN(C(=O)c2ccco2)CC1)OCO3	-1	-4	-6	-7	-5	2	2	-7	-8	0
CCCCCCn1c(N2CCN(c3ccccc3)CC2)nc2c1c(=O)n(C)c(=O)n2C	2	-5	5	3	5	3	2	-4	-9	-2
OCCC1CN(Cc2ccc3ncccc3c2)CCN1Cc1ccccc1 (centres undefined)	-1	-8	-7	4	2	7	1	-2	3	4
COc1ccc(CC(=O)N2CCN(c3ccccc3)CC2)cc1	-1	0	8	-2	4	3	-1	-6	-1	-4
CC1OC(C(C)(C)C)Cc2[nH][nH]c(=O)c21 (centres undefined)	1	4	3	1	·	1	-1	1	3	0
Cc1cc(C)n(-c2nc(NCCN(C)C)c3c4c(sc3n2)COC(C)(C)C4)n1	-2	-8	1	7	·	-3	2	-8	-4	2
CCc1nc(C)cn1S(=O)(=O)c1ccc(Br)cc1	0	-13	-5	-1	-1	-3	3	2	3	2
O=C(CN1CCN(c2ccccc2F)CC1)NCc1ccccc1	6	4	0	-8	-3	0	2	-6	-3	0
CCOc1ccc(Cn2nnc(C(=O)Nc3ccc(OC)cc3OC)c2N)cc1	1	-3	3	0	-6	4	-2	1	-5	-1
Cc1ccc(-c2cn(CCC(=O)O)c(-c3ccc(Cl)nc3)n2)cc1	5	4	0	5	0	4	-6	0	0	0
Cc1ccc(C(=O)N2CC(C)OC(C)C2)cc1[N+](=O)[O-] (centres undefined)	-1	9	-2	0	4	-5	1	3	-3	-3
CN1CCC(NC(=O)NC2CCCCC2)CC1	1	-6	-3	-3	3	5	1	0	-1	-3
Cc1ccc2nc(-c3ccccn3)c(N)n2c1	3	1	2	4	·	3	2	1	-9	-1
CC1(C(=O)Nc2ccc3[nH]ncc3c2)CCN1C(=O)C1(c2ccccc2)CC1 (centres undefined)	-3	5	-1	-3	·	3	5	-6	-5	-2
O=C(NNC(=O)c1ccccc1[N+](=O)[O-])Nc1ccccc1C(F)(F)F	1	8	-1	-3	-5	-2	-3	7	2	-1
O=C(N/N=C/c1ccc(OCc2ccccc2)cc1)c1ccncc1	-2	-3	3	-9	-16	6	-3	2	-2	-4
CCCCSc1nc2c(=O)[nH][nH]c(=O)c2n1Cc1ccccc1	-3	1	7	7	-1	4	-1	-2	-2	1
Cc1cccc(-c2nc(CS(=O)CC(=O)NCCc3ccc(Cl)cc3)c(C)o2)c1 (centres undefined)	0	0	-1	0	-12	-8	2	-3	3	6
CCn1nc(C)c(NC(=O)Nc2cccc(Cl)c2Cl)c1C	1	4	-2	2	-8	-1	0	0	6	-3
CC(C)CNC(=S)Nc1ccc(S(N)(=O)=O)cc1	-2	-7	0	-1	-1	0	-2	3	1	0
COc1cc(C)c(S(=O)(=O)NCc2cccs2)cc1C	3	-5	-4	2	-7	-4	-1	-3	-3	1

These rows are one share of the data. The share of hits here may be higher or lower than overall.
